Screening data: PubChem BioAssay, National Center for Advancing Translational Sciences (NCATS)
Tau fibril ThT = blocks human tau fibril formation measured by thioflavin T. recombinant tau K18 P301L (four-repeat tau fragment), heparin-induced fibrillization, ThT fluorescence. P10636. Potency, µM (top dose mostly 57.4 µM), for inactives: at the top dose activity, negative = inhibition, usual class: inhibitors. hit rate 2.1% among 270,000; active = well fitted inhibition curve with a large enough effect; inconclusive = small, poorly fitted or top-dose-only effect; note: nearly all actives have a fitted effect of over 55% in size
Target sequence (P10636 561-689 P618L limits assumed): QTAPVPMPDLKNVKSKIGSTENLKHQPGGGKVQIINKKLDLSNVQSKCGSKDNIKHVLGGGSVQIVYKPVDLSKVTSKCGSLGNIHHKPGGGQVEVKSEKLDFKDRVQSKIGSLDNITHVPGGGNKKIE
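Recombinant human tau K18 fragment […] carrying P301L, 15 uM unlabeled plus 0.24 uM Alexa 594-labeled, was fibrillized with 20 uM heparin in 100 mM sodium acetate pH 7 for 6 hr at 37 C; 30 uM ThT fluorescence read after 1 hr.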
* hit, by the source's call; ? = inconclusive. % is set by controls: 0 for no effect and ±100 for the full control effect; potency is the fitted concentration of half-maximal effect. A portion of the library; rates above refer to the full screens.

| Tau fibril ThT | SMILES |
| --- | --- |
| 18% | O=S(=O)(c1cccc(Cl)c1)c1nnn2c1nc(NCc1ccc3c(c1)OCO3)c1sccc12 |
| 13% | Cc1ccc(-n2nc3c(=O)n(CCCC(=O)NCc4ccccc4C)nc(C)c3c2C)cc1 |
| -5% | COCCNC(=O)C1CCN(c2nc3ccccc3nc2C(F)(F)F)CC1 |
| 4% | CCOCCc1nnc(NC(=O)C(=O)c2cc(C)n(-c3cccc(C)c3)c2C)s1 |
| -10% | Cc1cccc(OCCSc2nc3ccccc3n2CC(=O)N2CCOCC2)c1C |
| 6% | COc1ccc(CNC(=O)C(C)n2ccc3cc(S(=O)(=O)N4CCCC4)ccc32)cc1OC (stereo not drawn) |
| 4% | Cc1cc(C)c(NC(=O)Cn2nnc(-c3nc(-c4ccncc4)no3)c2N)c(C)c1 |
| 3% | CCCn1c(=O)c2sccc2n2c(CCCC(=O)NCCc3ccc(Cl)cc3)nnc12 |
| -6% | O=C(Nc1nc2n(n1)C(c1ccccc1)C=C(c1ccccc1)N2)c1ccc(Cl)c([N+](=O)[O-])c1 (stereo not drawn) |
| -5% | COC(=O)c1ccccc1NC(=O)CCCn1c(=O)c2cccn2c2cccnc21 |
| ? | CCOC(=O)C1CCCN(C(=O)c2ccc(-n3ccc4ccccc43)s2)C1 (stereo not drawn) |
| 7% | CC(C)c1ccc(N2C(=O)CSC23C(=O)N(Cc2ccccc2)c2ccccc23)cc1 (stereo not drawn) |
| 2% | Cc1nc(-c2ccccc2)sc1-c1ccc(SCC(=O)Nc2ccc(F)cc2F)nn1 |
| -8% | C=Cc1ccc(Cn2c(=O)n(-c3cccc(C)c3)c(=O)c3c2c2cc(C)ccc2n3C)cc1 |
| 3% | Cc1ccc2c(c1)c1c(c(=O)n(-c3ccccc3C)c(=O)n1CC(=O)N1CCCC1)n2C |
| ? | COc1ccc(-c2noc(-c3cc(C(C)C)[nH]n3)n2)cc1 |
| 4% | CN1C(=O)C(C)(C)c2cc(S(=O)(=O)NCc3ccc(C(=O)Nc4ccc(Cl)cc4)cc3)ccc21 |
| 0% | Cc1ccc(N2CC(c3nc4ccccc4n3CCC3CCCCC3)CC2=O)cc1 (stereo not drawn) |
| 6% | CCc1ccc(NS(=O)(=O)c2ccc(-c3cc(C)no3)cc2)cc1 |
| -7% | O=C(Cn1cc(SCc2c(F)cccc2Cl)c2ccccc21)N1CCCC1 |
| -11% | CSc1ccc(CCNC(=O)c2ccc(CS(=O)Cc3ccc(Cl)cc3)o2)cc1 (stereo not drawn) |
| -4% | Cc1c(C)n(Cc2ccc(F)cc2)c2ccc(C(=O)N3CCN(c4ccc(Cl)cc4)CC3)cc12 |
| 8% | COc1ccc(CNC(=O)c2ccc(NC(=O)N3CCSc4ncccc43)cc2)cc1 |
| -2% | COc1ccc(Cl)cc1-n1nnc(-c2nc(-c3ccc4c(c3)OCO4)no2)c1C |
| ? | CCOc1ccccc1NC(=O)C(=O)c1cc(C)n(-c2cccc(C)c2C)c1C |
| -5% | Cc1c(C(=O)Nc2ccc(F)cc2F)nnn1-c1ccccc1Br |
| 1% | Cc1ccc(CNC(=O)Cc2ccc(NC(=O)N3CCSc4ncccc43)cc2)cc1 |
| -13% | COc1ccc(Cn2c(C(=O)O)c(CNCc3ccc(OC)cc3OC)c3ccc(C)cc32)cc1 |
| 3% | Cc1ccc(NC(=O)CCC(=O)N2CCSc3ccccc32)cc1 |
| 3% | Cc1cc(NC(=O)CN2C(=O)CSc3ccc(S(=O)(=O)N(C)C)cc32)ccc1Br |
| -12% | O=C(CSC1=Nc2ccccc2C2=NC(CCC(=O)NC3CCCCC3)C(=O)N12)Nc1cccc(Cl)c1 (stereo not drawn) |
| -13% | CCOc1ccc(-c2nc3c(C#N)c[nH]n3c2NC2CCCC2)cc1 |
| 7% | O=C(CCC(=O)N1CCOc2ccccc21)NCc1cccs1 |
| ? | CCOc1ccc(NC(=O)c2cccc(N3CCCS3(=O)=O)c2)cc1 |
| -2% | CCCNC(=O)c1c(C)nn(-c2cccc(C)c2)c1-n1cccc1 |
| 2% | COc1ccc(-c2onc(C)c2C)cc1S(=O)(=O)NCc1ccc(Br)cc1 |
| 5% | CC(C)OCCCNC(=O)c1ccc(Cn2c(=O)c3cccn3c3cccnc32)cc1 |
| 0% | Cc1nc2sccn2c(=O)c1S(=O)(=O)Nc1cc(C(F)(F)F)ccc1Cl |
| -10% | Cc1cccc(CSc2nc(-c3cccc(C)c3)nc3c2Cc2c(CO)cnc(C)c2O3)c1 |
| 5% | CCC(C)NC(=O)c1ccc(Cn2c(=O)c3cccn3c3cccnc32)cc1 (stereo not drawn) |
| ? | Cc1ccc(NC(=O)c2cccc3c(=O)c4c([nH]c23)CCCC4)c(C)c1 |
| ? | CCCOc1ccc(NC(=O)CC2C(=O)N(c3ccc(Cl)cc3)C(=O)N2CCc2ccncc2)cc1 (stereo not drawn) |
| 11% | Cc1ccccc1CN1c2ccccc2-c2nc(SCC(=O)Nc3cc(F)ccc3F)ncc2S1(=O)=O |
| -17% | CCCOc1ccc(CNC(=O)C(CC)n2nc(C)c3sc4ccccc4c3c2=O)cc1 (stereo not drawn) |
| -1% | CC(C)c1ccc(NC(=O)c2ccc3c(O)c(S(=O)(=O)c4ccccc4)c(=O)[nH]c3c2)cc1 |
| -1% | CCN(CC)C(=O)Cn1cc(SCC(=O)Nc2cccc(F)c2)c2ccccc21 |
| -5% | Cc1ccc(S(=O)(=O)c2nnn3c2nc(N2CCCC2)c2sccc23)cc1 |
| -1% | COc1ccc(NCc2cc3cc4c(cc3n(CC(=O)Nc3ccc(C)cc3C)c2=O)OCO4)cc1 |
| -4% | Cc1cccc(NC(=O)CN2C(=O)CSc3ccc(S(=O)(=O)N4CCCC4)cc32)c1C |
| 1% | COCCn1c(SCC(=O)c2c(C)[nH]c3ccccc23)nc2cc(C(=O)NC(C)C)ccc2c1=O |

Going on with the list.
| Tau fibril ThT | SMILES |
| --- | --- |
| 6% | Cc1ccc2cccc(NC(=O)C(C)Oc3ccc(C)c(C)c3)c2n1 (stereo not drawn) |
| ? | Cc1ccc2onc(CNC(=O)N3CCN(c4cccc(C)c4C)CC3)c2c1 |
| -3% | COc1cccc(CNC(=O)c2cccc(N3CCCS3(=O)=O)c2)c1 |
| ? | COc1cc(NC(=O)c2cc(-c3cccc(OC)c3)n[nH]2)cc(OC)c1 |
| 2% | Cc1nn(CCCC(=O)NCc2ccc(OC(C)C)cc2)c(=O)c2c1sc1ccccc12 |
| ? | CCOc1ccc(NC(=O)CSc2ccc(-c3sc(-c4ccccc4)nc3C)nn2)cc1 |
| -9% | Cc1ccc(NC(=O)Nc2nnc(N(C)Cc3ccccc3)s2)cc1 |
| -7% | Cc1ccc(N(CC(=O)NCCc2ccc(Cl)cc2)S(=O)(=O)N(C)C)cc1 |
| -3% | O=C(CCc1cn(Cc2ccccc2F)c2ccccc12)NCc1ccc(Cl)cc1 |
| -4% | Cc1cc(CN2CCN(c3ccc(F)cc3)CC2)cs1 |
| -3% | CC1CCN(S(=O)(=O)c2ccc3c(c2)N(CC(=O)NCCc2ccccc2)C(=O)CO3)CC1 |
| -9% | CCOCCCNC(=O)c1[nH]c2cc(OC)ccc2c1Sc1ccccc1 |
| 2% | CCCCOC(=O)c1ccc(Nc2nc3ccccc3c3nnc(C)n23)cc1 |
| -4% | COc1ccc(CCNC(=O)c2ccc(Cn3c(=O)c4cccn4c4cccnc43)cc2)cc1OC |
| 1% | CCOc1ccc(CCNC(=O)CCCc2nnc3n(CC)c(=O)c4sccc4n23)cc1 |
| -4% | Cc1ccc(NS(=O)(=O)c2ccc(-c3cc(C)no3)cc2)c(C)c1 |
| 9% | Cc1ccc(NC(=O)CCCn2nc(C)c3c(C)n(-c4ccccc4)nc3c2=O)cc1Cl |
| 10% | COc1ccc(CNS(=O)(=O)c2ccc3c(c2)C(C)(C)C(=O)N3C)cc1OC |
| 2% | CCOC(=O)C(CC)Sc1ccc2nnc(CCNS(=O)(=O)c3ccc(C)cc3)n2n1 (stereo not drawn) |
| -8% | COc1ccc(C)cc1NC(=O)CN1C(=O)CSc2ccc(S(=O)(=O)N3CCCC3)cc21 |
| 6% | CCCCn1c(=O)c2oc3ccccc3c2n(CC(=O)Nc2ccc(CC)cc2)c1=O |
| ? | CCc1ccc(NC(=O)CSc2ccc(-c3sc(-c4ccccc4)nc3C)nn2)cc1 |
| 14% | Cn1c(=O)c2c(-c3ccccc3)n3c(c2n(C)c1=O)C(c1ccccc1[N+](=O)[O-])Nc1ccccc1-3 (stereo not drawn) |
| -13% | Cc1ccc2c(Sc3ccc(Cl)cc3)c(C(=O)N3CCCCC3)[nH]c2c1 |
| 5% | CCCS(=O)(=O)N1CCC(N2CCN(Cc3ccc(C)cc3)C(=O)C2=O)CC1 |
| 16% | COc1ccccc1NC(=O)Cn1c(=O)n(Cc2ccc3c(c2)OCO3)c(=O)c2oc3ccccc3c21 |
| -9% | O=C(CN1C(=O)CSc2ccc(S(=O)(=O)N3CCCC3)cc21)NCc1ccccc1Cl |
| -10% | Cc1c(C)n(Cc2ccccc2)c2ccc(C(=O)N3CCN(c4ccccc4)CC3)cc12 |
| 0% | CCc1nonc1NC(=O)c1oc2ccccc2c1C |
| 3% | N#Cc1ccc(NC(=O)c2ccc3c(c2)nnn3C2CCCC2)cc1 |
| -13% | O=C(Nc1cccc(F)c1)C1CCN(S(=O)(=O)c2ccc3[nH]c4c(c3c2)CCCCC4)CC1 |
| -1% | CC(C)CCn1c(=O)c2sccc2n2c(CCCC(=O)NCCc3ccccc3)nnc12 |
| ? | COc1ccc2c(c1)cc(CNc1ccc(OC)c(OC)c1)c(=O)n2CC(=O)Nc1ccccc1C |
| -1% | Cc1cc(C)cc(-n2ccnc(NCc3ccc(F)cc3)c2=O)c1 |
| -3% | COc1cc(-c2noc(-c3ccc(NCC4CCCO4)c([N+](=O)[O-])c3)n2)cc(OC)c1OC (stereo not drawn) |
| -11% | N#Cc1ccc(CSc2nc3c(c(=O)[nH]2)CCC3)cc1 |
| -6% | CCc1ccc(S(=O)(=O)c2nnn3c2nc(Nc2cc(OC)ccc2OC)c2sccc23)cc1 |
| -1% | CCCn1c(=O)c2sccc2n2c(CCCC(=O)N3CCN(c4ccccc4OC)CC3)nnc12 |
| -10% | COC(=O)c1cc(S(=O)(=O)N2CCN(c3cccc(C)c3)C(C)C2)cn1C (stereo not drawn) |
| 13% | COc1ccc(-c2noc(-c3ccc(NC(C)c4ccccc4)c([N+](=O)[O-])c3)n2)cc1OC (stereo not drawn) |
| 0% | O=C(CN1C(=O)COc2ccc(S(=O)(=O)N3CCCCC3)cc21)NCCc1ccc(Cl)cc1 |
| 3% | COc1ccc(CNC(=O)c2nn(C)c3c2CSc2ccccc2-3)cc1 |
| -5% | CCOc1ccc(CCNC(=O)CCc2cn(Cc3ccc(C)cc3)c3ccccc23)cc1 |
| -9% | CCc1cccc(C)c1NC(=O)CCn1nc(C)c2c(C)n(-c3ccccc3)nc2c1=O |
| -2% | Cc1cccc(Cn2c(=O)n(Cc3ccccc3)c(=O)c3oc4ccccc4c32)c1 |
| ? | CCc1ccc(C(=O)c2cn(CC(=O)NC3CCCCC3)c3nc(C)ccc3c2=O)cc1 |
| -5% | CCOc1ccc(CNC(=O)c2cnc3sc(N4CCC(C)CC4)nn3c2=O)cc1OC |
| ? | COc1ccc(-c2noc(-c3ccc(NCC4CCCO4)c([N+](=O)[O-])c3)n2)cc1 (stereo not drawn) |
| 9% | Cc1ccc(CNC(=O)Cn2c(=O)n(-c3ccc(C)cc3)c(=O)c3c2c2cc(C)ccc2n3C)cc1 |
| 9% | Cn1cnc2c(=O)oc3ccc(S(=O)(=O)N4CCN(c5cccc(C(F)(F)F)c5)CC4)cc3c21 |

Additional compounds
| Tau fibril ThT | SMILES |
| --- | --- |
| 5% | COc1cc(NC(=O)c2c(C)nn(-c3ccc(F)cc3)c2-n2cccc2)cc(OC)c1 |
| -4% | CC(=O)c1ccc(NC(=O)c2nn(C)c3c2COc2ccccc2-3)cc1 |
| -14% | CCOC(=O)c1ccccc1NC(=O)Cn1cc(C(=O)c2cccc(OC)c2)c(=O)c2ccc(C)nc21 |
| 2% | CN(C)S(=O)(=O)N1CCC(n2cnc3cccnc32)CC1 |
| ? | COc1cccc(CNC(=O)Cn2nc(C)c3sc4ccccc4c3c2=O)c1OC |
| -13% | CCOc1ccc(CCNC(=O)c2ccc(CS(=O)Cc3ccc(Cl)cc3)o2)cc1 (stereo not drawn) |
| 9% | Cc1ccc(NC(=O)CCS(=O)(=O)c2ccc3nc(C)sc3c2)c(C)c1 |
| -3% | Cc1c(Cl)cccc1NC(=O)c1cccc(NC(=O)N2CCSc3ncccc32)c1 |
| 2% | COc1cccc(CNC(=O)Cc2ccc(NC(=O)N3CCSc4ncccc43)cc2)c1OC |
| -10% | CC(=O)Nc1ccc(NC(=O)CCS(=O)(=O)c2ccc3c(c2)CC(=O)N3C)cc1 |
